Bioassay records as filed in PubChem.
MITF inh = blocks human microphthalmia-associated transcription factor; O75030; AlphaScreen MITF homodimerization, bead proximity signal; inhibition, % at 2.6 µM; 650,000 tested, 0.91% active; in the data active means inhibition above about 50%;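 further: 0% = vehicle wells with protein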
FBW7 activator = human FBW7 E3 ligase activation, primary screen; normalized activity (activation), % at 26.1 µM; Q969H0; 650,000 tested, 0.13% active; AlphaScreen FBW7–phospho-cyclin E peptide binding, activator screen; in the data active means normalized activity above about 1.9%;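 further: purified mutant Fbw7 with reduced substrate affinity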
GPR151 activ = activators of human GPR151; PathHunter beta-arrestin GPR151 cells, luminescence; activation, % at 11.2 µM; 650,000 tested, 1% active; AID 1508602; in the data active means activation above about 4.9%;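 further: 0% = median of compound wells and 100% = cells with positive control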
Target sequence (Q8TDV0 whole entry, looked up): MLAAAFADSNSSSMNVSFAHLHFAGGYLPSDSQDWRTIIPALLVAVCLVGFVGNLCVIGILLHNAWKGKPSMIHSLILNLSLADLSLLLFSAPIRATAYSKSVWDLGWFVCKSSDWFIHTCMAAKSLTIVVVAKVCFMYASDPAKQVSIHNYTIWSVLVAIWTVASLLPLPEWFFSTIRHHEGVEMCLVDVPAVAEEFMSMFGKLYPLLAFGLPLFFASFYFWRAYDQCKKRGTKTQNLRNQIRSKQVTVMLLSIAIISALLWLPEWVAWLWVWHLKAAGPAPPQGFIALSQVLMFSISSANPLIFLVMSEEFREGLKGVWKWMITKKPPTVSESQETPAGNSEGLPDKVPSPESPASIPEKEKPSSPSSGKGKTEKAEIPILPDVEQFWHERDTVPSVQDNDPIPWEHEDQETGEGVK
TEAD-YAP inh = TEAD-YAP interaction inhibition; HEK-TIYL cells, TEAD-Gal4/YAP UAS-luciferase luminescence; inhibition, % at 9.12 µM; 640,000 tested, 1.4% active; in the data active means inhibition above about 32%;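 further: 0% = median of test compound wells and 100% = reference inhibitor wells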
Active calls of the source: *; & = joins results of further samples. An unsorted share of the library (roughly 3.4% active in at least one column).

SMILES	MITF inh	FBW7 activator	GPR151 activ	TEAD-YAP inh
CN(CC(O)CO)c1nncc(-c2ccc(C(F)(F)F)cc2)n1 (stereo not drawn)	-10	-0.2	0.8	7
O=C(O)c1cc([N+](=O)[O-])c(Cl)cc1Cl	-7	0.1	0.7	7
CCOC(=O)c1sc(N2C(=O)C(=O)/C(=C(/O)c3ccc(F)cc3)C2c2ccccc2)nc1C (stereo not drawn)	2	-0.1	1.7	1
Cc1ccc(C)c(S(=O)(=O)N2CCN3C(=O)[C@H](CC(C)C)NC(=O)[C@H]3C2)c1	-2	-0.1	-0.1	6
CNc1nc2c(C)cccn2c(=O)c1C=O	23	0.7	0.3	0
O=C1COc2ccc(C(=O)COC(=O)c3ccccc3O)cc2N1	1	0.1	3.2	4
Cc1cc(C)n(C(=O)C2CCCN2S(=O)(=O)c2ccccc2)n1 (stereo not drawn)	-6	0.2	4.8	-1
CN(C)C(=O)C(=O)c1c[nH]c2ccc(Nc3cc(Nc4ccccn4)c(C(F)(F)F)cn3)cc12	12	0.2	2.0	-5
N#Cc1ccccc1COc1ccccc1C(N)=O	4	0.0	-0.5	-8
CCOC(=O)c1cc(NC(=O)CSc2ncnc3sc4c(c23)CCCC4)cc(C(=O)OCC)c1	6	-0.1	-0.9	3
Cc1nc(N/N=C/c2ccc(O)cc2O)cc(N2CCOCC2)n1	42	-0.8	0.3	1
C=CCN1C(=O)C2(OCCO2)c2cc(C)ccc21	-7	0.0	4.0	8
CCOC(=O)C1(CC2CCCCO2)CCN(C(=O)Cn2nc(C)nc2C)CC1 (stereo not drawn)	4	0.3	0.8	-4
O=C(NNc1cc(Cl)ccc1Cl)C(O)(c1ccc(Cl)cc1)c1ccc(Cl)cc1	-4	0.1	1.0	-5
Nc1cc(C(F)(F)F)ccc1OCc1ccccc1	23	0.2	2.5	-39
CCOC(=O)COc1cc(OCC(=O)OC)ccc1C(C)=O	13	0.0	1.1	6
FC(F)(F)c1cccc(-c2noc(C3CCNCC3)n2)c1	-2	0.0	1.0	-12
O=C(CN1C(=O)c2ccccc2C1=O)NCCCN1CCCC1=O	1	0.0	-0.1	-10
CC(C)(C)c1cc(CN2CCCCCC2)cc(C(C)(C)C)c1O	8	0.4	-0.1	10
Cc1ccc(C2=N/C(=C\c3ccccc3I)C(=O)O2)cc1[N+](=O)[O-]	30	0.0	-0.7	11
CC1(C)CCCC2=C1CC1C(=O)N(c3ccccc3)C(=O)C1C2 (stereo not drawn)	-26	-0.1	0.6	-12
COc1ccc([N+](=O)[O-])cc1-c1ccc(/C=C(\C#N)c2nn(CCO)c(N)c2C#N)o1	-5	0.1	-1.4	10
Cc1ccc(S(=O)(=O)NCCCCCC(=O)Oc2cc3oc(=O)cc(C)c3cc2Cl)cc1	0	-0.1	-0.6	2
C[C@@H]1CN(C(=O)c2ccc(OC3CCN(CCc4ccccc4)CC3)cc2)C[C@H](C)O1	-8	-0.1	-1.2	0
COc1cccc(-n2c(=S)sc3c(=O)n(-c4ccccc4C)c(SCC(=O)NCc4ccccc4)nc32)c1	18	-0.1	-1.0	2
COc1cccc(-n2c(-c3cccc(S(=O)(=O)N(C)C)c3)n[nH]c2=S)c1	1	0.1	2.7	1
COC(=O)C1=NN(C(=O)c2ccc(Cl)cc2)C(O)(C(C)(C)C)C1 (stereo not drawn)	-3	-0.1	0.1	-7
COC(=O)c1ccccc1NC(=O)CSc1nc2ccsc2c(=O)n1CCCCCC(=O)Nc1ccc(OC)cc1	-9	-0.1	0.9	-7
CCCCN(C)CCCN1C(=O)C2C(C(=O)Nc3cccc(SC)c3)C3C=CC2(O3)C1C(=O)NC1CCCC(C)C1C (stereo not drawn)	-4	-0.2	2.0	-10
Cn1c(=O)[nH]c(=O)c2c1nc(SCC(N)=O)n2Cc1ccc(Cl)cc1	3	-0.1	-1.9	0
COc1ccccc1-c1nc(C)c(-c2ccc(SCC(=O)N3CCCCCC3)nn2)s1	-6	0.1	1.1	1
COc1cc(C(=O)NNC(=O)c2ccc(Cl)c([N+](=O)[O-])c2)cc(OC)c1OC	-1	-0.1	-0.1	-4
Cc1sc2nc3c(C(=O)N4CCC(C)CC4)cccn3c(=O)c2c1C	17	0.1	-0.1	1
CCCCNC(=O)CCNS(=O)(=O)c1cc(Br)cnc1N	11	0.0	2.7	1
CCN(CC)c1ccc(-n2c(C)c(C(=O)O)c3cc(OC)c4ccccc4c32)cc1	2	0.0	-0.2	6
c1cncc(-c2[nH]ncc2-c2ccnc3ccccc23)c1	2	0.0	-0.7	-2
O=C(NCCc1ccc(O)cc1)C1CCN(c2ccc(Cl)nn2)CC1	8	-0.1	0.2	-5
O=C(CSc1nc2ccccc2c(=O)n1CCCC(=O)N1CCN(c2ccccc2)CC1)NCc1ccccc1	-2	0.0	0.3	4
COCc1ccc(C(=O)N2CCCC(CCC(=O)N(C)CCc3ccccn3)C2)s1 (stereo not drawn)	4	0.0	-0.1	2
CCOc1ccc(NC(=O)c2ccc(N3CC4CC(C3)c3cccc(=O)n3C4)c(NC(=O)c3ccccc3Cl)c2)cc1 (stereo not drawn)	14	0.7	-1.5	-12
c1cc(-c2ccnc(Nc3ccc(-c4nn[nH]n4)cc3)n2)cc(N2CCOCC2)c1	11	-0.2	4.1	3
CCN1CCN(CCCNC(=O)C2c3ccccc3C(=O)N(C)C2c2cccs2)CC1 (stereo not drawn)	-3	-0.1	-1.1	-7
N#C/C(=C/c1ccc(N2CCOCC2)o1)c1nc2ccccc2[nH]1	3	-0.1	0.0	-5
COc1ccccc1C1C(C#N)=C(N)Oc2n[nH]c(-c3ccc4c(c3)OCO4)c21 (stereo not drawn)	1	0.0	-0.5	-2
O=C(/C=C/c1ccccc1)NCc1cccnc1	13	-0.1	-1.1	-4
CCCNC(=O)CN1C(=O)COc2ccccc21	9	-0.2	-1.0	-17
O=C(Nc1ncnc2oc(-c3ccccc3)c(-c3ccccc3)c12)c1ccco1	7	-0.3	0.6	-11
Cc1c(C)n2c3c(=O)n(CCCc4ccccc4)c(=O)n(C)c3nc2n1Cc1ccco1	0	0.2	0.1	3
CCOC(=O)c1cc(-c2cc3ccccc3o2)n[nH]1	3	0.1	-2.6	2
COc1cccc(C=Nc2cccc(C(N)=O)c2)c1O	-4	-0.2	1.2	10

(listing goes on)
SMILES	MITF inh	FBW7 activator	GPR151 activ	TEAD-YAP inh
COc1cc([N+](=O)[O-])cc(/C=N/NC(=O)C2COc3ccccc3O2)c1O (stereo not drawn)	11	0.6	-1.4	2
CCC(C)NC(=O)c1cnn2c(C)c3c(nc12)CCCC3 (stereo not drawn)	3	0.0	-0.5	-13
Cc1cc2cc3c(cc2nc1SCC(=O)NNC(=O)C(C)C)OCCO3	6	-0.1	2.6	-8
C=CCNC(=O)c1cc2c(=O)n3cc(C)ccc3nc2n(C2CCCC2)c1=N	7	-0.1	-0.1	-1
CCCNC(=O)NC(=O)COC(=O)c1ccc(Br)c([N+](=O)[O-])c1	1	0.0	-0.6	-1
COc1cc([N+](=O)[O-])cc2sc(NC(=O)c3cc(=O)c4ccccc4o3)nc12	8	-0.2	-1.1	-7
Cc1ccc2nc(NC(=O)c3cccs3)sc2c1	0	-0.1	-5.5	9
COc1ccccc1NC(=O)CSc1nc(-c2ccc(C)cc2)cn1-c1ccccc1	17	-0.1	0.2	-7
NCCCC[C@@H]1NC(=O)[C@@H]2C[C@H](NC(=O)c3cccnc3)CN2C1=O	17	0.2	0.0	11
COc1ccc(C(=O)NN2C(=O)C3C(c4ccccc4)C=CC(c4ccccc4)C3C2=O)cc1 (stereo not drawn)	-8	-0.1	1.4	3
COc1ccc(NC(=O)CN2CCC(n3nnc4cc(F)ccc43)CC2)cc1	-1	0.1	-0.2	5
O=C(NC1CC1)C1CC(Cc2cccc3ccccc23)=NO1 (stereo not drawn)	-24	0.0	0.3	-60
CN(C(=O)Cn1c(=O)n(CCc2ccccc2)c(=O)c2ccccc21)c1ccccc1	14	0.1	-0.3	11
O=c1oc(-c2ccc(F)cc2)nc2ccc(Br)cc12	-6	0.0	-2.4	-2
Cc1cc(Br)ccc1NS(=O)(=O)c1cccc([N+](=O)[O-])c1	20	0.2	-0.9	0
Cc1ccc(Oc2ccc(N(C)C(=O)Nc3cc(F)cc(F)c3)cc2)nn1	1	0.0	1.5	-10
O=C(Nc1cccc([N+](=O)[O-])c1)C(c1ccccc1)N1Cc2ccccc2C1=O (stereo not drawn)	12	0.1	-0.2	-6
O=C1CCCN1CCn1cnc2c(NCc3nc4ccccc4[nH]3)nc(Nc3ccc(C(F)(F)F)cc3)nc21	-9	0.1	-1.4	4
Cc1ccc([N+](=O)[O-])cc1-n1c(C)c(CC(=O)O)c2c1CC(C)(C)CC2=O	-1	0.0	0.6	-1
CC(=O)c1cccc(NCN2C(=O)C3C4c5ccccc5C(c5ccccc54)C3C2=O)c1 (stereo not drawn)	7	0.1	-0.2	-5
CCCSc1nnc(NC(=O)c2c(F)cccc2Cl)s1	-10	-0.1	-0.2	-3
COc1cc(Br)cc(/C=C2\SC(=Nc3cccc(C(=O)O)c3)NC2=O)c1O	-1	-0.1	0.5	-4
N#Cc1ccc(-c2ccccc2)nc1SCC(=O)c1ccc(Cl)cc1	9	0.1	-1.0	5
Cc1ccc(NC(=O)CN2CC(=O)Oc3ccccc32)cc1S(=O)(=O)N1CCCCC1	19	0.1	-0.7	-9
Cc1cccn2c(=O)c3cc(C(=O)NCC4CCCO4)c(=N)n(Cc4ccco4)c3nc12 (stereo not drawn)	15	0.2	0.4	-7
CCc1cccc2c3c([nH]c12)C(CC)(CC(=O)O)OCC3 (stereo not drawn)	2&-14&-11&-11	0.0&0.1&-0.1&0.1	1.6&1.3&-0.2&3.0	4&-4
COc1ccc(NC(=O)CSc2nc3ccc(C)cc3[nH]2)cc1	8	-0.2	0.2	6
O=C(Nc1cc(Br)ccc1O)c1noc2c1CCCC2	-7	0.1	-1.2	-29
